STK33 inh – blocks human STK33 kinase activity; Q9BYT3; inhibition, % at 10 µM; purified STK33, MBP phosphorylation, ADP-Glo luminescence; 320,000 tested, 0.073% active;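 active = inhibition at or above 25%, using the most active replicate where run in duplicate; inactive = inhibition below 25%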
Target sequence (Q9BYT3 whole entry, looked up): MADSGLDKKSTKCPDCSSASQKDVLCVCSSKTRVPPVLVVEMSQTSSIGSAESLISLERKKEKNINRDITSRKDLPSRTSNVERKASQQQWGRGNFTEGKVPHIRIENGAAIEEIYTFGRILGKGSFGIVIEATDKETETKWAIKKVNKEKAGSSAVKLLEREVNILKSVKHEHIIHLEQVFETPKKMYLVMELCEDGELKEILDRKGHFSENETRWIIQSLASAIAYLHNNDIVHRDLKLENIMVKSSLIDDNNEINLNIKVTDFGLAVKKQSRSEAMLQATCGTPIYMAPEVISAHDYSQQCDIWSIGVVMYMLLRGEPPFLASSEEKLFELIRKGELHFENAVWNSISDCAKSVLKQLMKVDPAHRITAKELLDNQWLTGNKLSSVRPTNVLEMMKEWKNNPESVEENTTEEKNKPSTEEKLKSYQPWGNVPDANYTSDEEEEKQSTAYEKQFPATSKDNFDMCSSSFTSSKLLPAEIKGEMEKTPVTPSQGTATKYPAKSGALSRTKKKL
OX1R antag – blocks the human orexin 1 receptor. OX1R-expressing cells, FRET antagonist read-out. inhibition, % at 6.6 µM. 330,000 tested, 1.8% active. AID 485270; in the data active = inhibition mostly above about 38%, no sharp cut-off; inactive = mostly below about 40%;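 note: 0% = agonist challenge alone and 100% = reference antagonist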
Target sequence (O43613 whole entry, looked up): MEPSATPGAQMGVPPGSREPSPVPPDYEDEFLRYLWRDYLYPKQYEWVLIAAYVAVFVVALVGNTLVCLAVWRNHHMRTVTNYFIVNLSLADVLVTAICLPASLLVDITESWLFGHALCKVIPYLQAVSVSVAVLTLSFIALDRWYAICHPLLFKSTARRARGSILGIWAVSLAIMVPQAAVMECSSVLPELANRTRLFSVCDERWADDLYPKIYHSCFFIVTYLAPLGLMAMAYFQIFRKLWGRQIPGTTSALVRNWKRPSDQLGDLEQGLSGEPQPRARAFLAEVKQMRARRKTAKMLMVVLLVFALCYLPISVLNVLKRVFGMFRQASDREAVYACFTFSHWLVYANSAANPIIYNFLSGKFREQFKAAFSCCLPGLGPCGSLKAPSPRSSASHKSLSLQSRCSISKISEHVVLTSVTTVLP
Numbers without * were called inactive; · = not tested or not shown.

The opening four entries as a preview:
Compound,STK33 inh,OX1R antag
CCOCCCNC(=O)c1ccc2c(=O)n(Cc3ccc(OC)cc3)c(=O)[nH]c2c1,1.6,16.4
Cn1c(SCC(N)=O)nnc1C1CCN(S(=O)(=O)c2ccccc2C(F)(F)F)CC1,0.1,6.6
Cc1ccc2oc(=O)c3cnn(CC(=O)Nc4cc(-c5cccc(F)c5)no4)c3c2c1,-1.0,18.8
CC(C)=CCc1c2c(c(O)c3c(=O)c4c(oc13)-c1cc(O)c(O)cc1OC4C=C(C)C)C=CC(C)(C)O2 (stereo unspecified),0.4,6.0

The listing, from the first entry:
Compound,STK33 inh,OX1R antag
CCOCCCNC(=O)c1ccc2c(=O)n(Cc3ccc(OC)cc3)c(=O)[nH]c2c1,1.6,16.4
Cn1c(SCC(N)=O)nnc1C1CCN(S(=O)(=O)c2ccccc2C(F)(F)F)CC1,0.1,6.6
Cc1ccc2oc(=O)c3cnn(CC(=O)Nc4cc(-c5cccc(F)c5)no4)c3c2c1,-1.0,18.8
CC(C)=CCc1c2c(c(O)c3c(=O)c4c(oc13)-c1cc(O)c(O)cc1OC4C=C(C)C)C=CC(C)(C)O2 (stereo unspecified),0.4,6.0
CON(C)C(=O)CC(CN(Cc1ccccc1)C(=O)OC(C)(C)C)c1ccc(Cl)cc1 (stereo unspecified),-0.7,6.5
CN1CCN(S(=O)(=O)c2cccc(C(=O)Oc3cccc(Br)c3)c2)CC1,-0.9,14.7
CCCCn1c(-c2csc(C(C)C)c2)n[nH]c1=S,-1.8,11.8
CC(=O)Nc1ccc(/C=C/c2nc3ccccc3[nH]c2=O)cc1,0.5,4.5
CCOC(=O)Cc1csc(NC(=O)c2ccc(Cl)s2)n1,0.6,12.6
CSC1=NC(C)(C)C=C(/C=C/c2ccc(Cl)cc2)N1,-0.8,3.7
Cn1c(=O)[nH]c2ccc([N+](=O)[O-])nc21,0.1,50.4
COc1ccc(-c2cc3ccccc3oc2=O)cc1NC(=O)c1ccc([N+](=O)[O-])o1,-0.5,24.7
CC(O)C(O)C(O)C(O)C1NCCS1 (stereo unspecified),-1.0,6.9
c1ccc(Cn2ncc3ccccc32)cc1,-0.3,0.7
COc1ccc(C)cc1N(CC(=O)Nc1ccc2c(c1)OCCO2)S(C)(=O)=O,-0.4,10.4
CN(C)C(=N)c1n[nH]nc1SCc1ccc(Cl)c(Cl)c1,0.3,11.3
O=S(=O)(Nc1ccncc1)c1ccc(Cl)c(Cl)c1,0.3,-4.9
Cc1c(NC(=O)CSc2nc3c(cnn3-c3ccccc3)c(=O)[nH]2)c(=O)n(-c2ccccc2)n1C,-0.8,9.9
CC1=CCC2C(=O)N(c3ccc(S(N)(=O)=O)cc3)C(=O)C2C1 (stereo unspecified),-1.0,7.9
CC(=O)Nc1ccc(S(=O)(=O)NC(CSc2ccc(C(=O)O)cc2[N+](=O)[O-])C(=O)O)cc1 (stereo unspecified),-4.6,27.2
COc1ccc(NC(=O)CN(C)CC(=O)c2c(C)[nH]c3ccccc23)cc1,3.3,5.2
CCN(CC)c1ccc(C=N/C(C#N)=C(\N)C#N)cc1,-0.1,21.9
Cc1cccc(-n2ccnc2SCC(=O)Nc2nccs2)c1,-1.2,19.8
Cn1c(SCC(=O)N2CCOCC2)nnc1-c1ccncc1,-1.4,8.9
CCCCc1cc(=O)oc2cc(OCC(=O)N3CCC(C(=O)O)(c4ccccc4)CC3)ccc12,1.4,19.8
O=C(CNS(=O)(=O)c1ccc2ccccc2c1)OCc1csc(-c2ccccc2)n1,-2.4,30.9
CCn1c(COc2ccc(Cl)cc2)nnc1SCC(=O)Nc1ccc2c(c1)OCCO2,-0.8,6.0
Cc1cc(C)n2nc(C(=O)OCC(=O)c3ccc(F)cc3)nc2n1,-0.1,8.9
Cc1ccc(CNC(=O)c2cccnc2)cc1,-0.8,10.5
Cc1cc(C(=O)OCC(=O)N2CCCC2)c2ccccc2n1,-0.4,16.4
COc1ccc(-n2c(COc3ccc(C)cc3)nnc2SCC(N)=O)cc1,0.4,15.2
CNS(=O)(=O)c1cc(OCC(N)=O)c(C)cc1Cl,-3.1,17.7
CC(=O)c1cccc(NC(=O)c2ccco2)c1,0.1,3.0
Cc1nnc(N2C(=O)C(O)=C(C(=O)c3ccco3)C2c2cccc([N+](=O)[O-])c2)s1 (stereo unspecified),-0.2,16.3
O=C(Nc1ccc2[nH]ccc2c1)c1ccccc1,2.4,1.2
COc1cccc(C(=O)N2CCN(c3ccccn3)CC2)c1,-0.1,6.8
COc1cccc(-n2nnc3c(=O)n(Cc4ccc(Cl)cc4)cnc32)c1,-0.2,10.8
NC(=S)N/N=C/c1cc([N+](=O)[O-])ccc1OCCOc1ccccc1,-1.3,24.0
CCOC(=O)c1c(NC(C)=O)sc2c1CCC(C=O)=C2Sc1ccccc1,2.6,22.9
O=C(CSCc1ccccc1)N1CCc2ccccc21,0.3,7.5
CC(C)OC(=O)c1ccc(N)cc1,-0.9,5.5
CCOc1cccc2cc(C(=O)Oc3ccc(OC)cc3)c(=O)oc12,·,13.1
CCCOc1ccc(-c2nnc(-c3ccco3)o2)cc1,-1.5,9.8
O=[N+]([O-])c1cc(CN2CCN(c3ccccc3)CC2)c(O)c2ncccc12,-1.2,-2.1
[O-]/C(=C(\C(=S)Nc1cccc2ccccc12)[n+]1ccccc1)c1ccc(Cl)s1,-0.9,33.5
Cc1cccc(OCC(=O)Nc2ccc(S(=O)(=O)Nc3cc(C)nc(C)n3)cc2)c1,1.3,11.0
COc1ccccc1OCC(=O)Nc1ccc2c(c1)C(=O)N(CC1CCCO1)C2=O (stereo unspecified),-0.7,22.1
CC(=O)Nc1ccc(S(=O)(=O)NCCOc2ccc(Cl)cc2C)cc1,0.7,15.7
CC(=O)Oc1ccc(C(=O)c2ccccc2)c(OC(C)=O)c1,1.5,24.7
COc1cc(/C=C(/C#N)c2nc3ccccc3[nH]2)ccc1OCc1ccc(C(=O)O)o1,5.2,18.8

Continued:
Compound,STK33 inh,OX1R antag
NC(=O)c1nsc(C(=O)N(CC(=O)NCc2ccccc2)c2ccc(F)cc2)c1N,-0.1,8.9
COc1cccc(OC)c1C1=NC(C)(C)CO1,-1.9,3.5
S=C(Nc1ccc2snnc2c1)N1CCN(c2ccccn2)CC1,-3.9,13.2
Cc1ccc(S(=O)(=O)N2[C@@H](c3ccc(Cl)cc3)C(C(=O)O)=CC[C@H]2c2cccc(Cl)c2)cc1,-1.0,9.7
Cc1c(NC(=S)/C=C2\N(C)c3ccccc3C2(C)C)c(=O)n(-c2ccccc2)n1C,-1.3,2.2
N#Cc1ccccc1OCC(=O)N1CCN(C(=O)c2ccco2)CC1,0.1,-4.8
O=C(O)c1cnn(-c2nc(-c3cccc([N+](=O)[O-])c3)cs2)c1C(F)(F)F,1.2,31.7
CCn1c(SCC(=O)Nc2ccc(Br)cn2)nnc1C1CC1,0.8,12.8
CCCCc1ccc(NC(=S)NCCN2CCOCC2)cc1,-1.2,7.9
CN(Cc1ccccc1)C(=O)c1[nH]cnc1C(=O)NCC(=O)OCc1ccccc1,0.8,13.2
CC(C)Cn1nc(NS(=O)(=O)c2ccccc2)c2cc3ccccc3nc21,-0.5,3.6
O=C(COC(=O)c1ccc(Cl)nc1)Nc1cc(S(=O)(=O)N2CCCCC2)ccc1Cl,·,31.4
CC(=O)c1cccc(N(CC(=O)N2CCCCC2)S(C)(=O)=O)c1,·,1.0
O=C(O)c1cccc(-c2noc(-c3cccc(Cl)c3)n2)c1,3.7,7.7
Cc1ccc(C)c(C(=O)CN2C(=O)NC3(CCC(C)CC3)C2=O)c1 (stereo unspecified),·,25.9
O=C(CNC(=O)c1ccco1)OCc1ccc(Br)cc1,-1.0,2.5
COc1ccc(NC(=O)CC(c2ccc(F)cc2)c2ccc(OC)cc2)cc1 (stereo unspecified),0.4,23.8
CCc1c(C)sc(NC(=O)CCc2ccc(OC)cc2)c1C(N)=O,0.2,31.7
COCCNC(=O)C(c1cccs1)N(C(=O)Cn1nnc2ccccc21)c1cccc(C)c1 (stereo unspecified),-0.4,13.9
CC(=O)Nc1ccccc1NC(=O)c1cc(C)ccc1C,-0.1,9.8
CCOC(=O)C1CCCN(C(=O)c2ccc3c(=O)n(CCOC)c(=S)[nH]c3c2)C1 (stereo unspecified),-0.9,13.8
O=C(Cn1c(=O)oc2cc(S(=O)(=O)N3CCCCC3)ccc21)N1CCc2ccccc21,0.6,13.9
CCOC(=O)/C=C1\NC(=O)C(C)S1 (stereo unspecified),0.2,12.1
CCOC(=O)c1ccc(NC(=O)CN2C(=O)NC3(CCC(C)CC3)C2=O)cc1 (stereo unspecified),-1.8,2.0
CC(=O)c1cccc(NC(=O)N2CCCC2C(=O)NCc2ccc(F)cc2)c1 (stereo unspecified),0.5,15.8
O=C(CCCOc1ccc(Cl)cc1)NCCc1ccccc1,0.1,12.0
CC[C@@H]1C(c2ccccc2)=NN(c2ccc(Br)cc2)[C@H]1C(=O)N1CCOC1=O,·,9.8
Cc1cc(C)cc(-n2c3nc4ccccc4nc3c3c(=O)n(Cc4ccco4)cnc32)c1,-1.4,15.0
COc1ccc(CN2CC(=O)N(c3cc(Cl)ccc3C)C2=S)cc1OC,-0.8,14.4
Cc1ccc(CSc2ncnc3onc(C)c23)cc1,-0.8,6.4
Cc1ccc(CNC(=O)c2ccc(N3CCC4(CC3)CC(c3cccc(Br)c3)=NO4)c(NC(=O)c3cccc(C)c3)c2)cc1,-0.2,19.1
CNc1nc(-c2c(C)n(C)c3ccc(OC)cc23)cs1,1.1,25.1
COc1ccc(Cl)cc1NC(=O)CSc1ncnc2c1oc1ccccc12,0.1,11.0
Cc1nc2cc(NS(=O)(=O)c3cccc4cccnc34)ccc2s1,2.8,-6.8
O=C(CCC(=O)OCc1ccc(Cl)cc1)Nc1cccc([N+](=O)[O-])c1,-0.8,24.5
COc1ccc(S(=O)(=O)NCC2CCC(C(=O)O)CC2)cc1 (stereo unspecified),-0.3,0.8
O=C1C=C(c2cccc(CO)c2)C[C@@H](c2ccc3c(c2)OCO3)C1,-2.0,0.4
CCCCOc1ccc(C(=O)NCC(=O)NCCCn2nc(C)cc2C)cc1,-1.1,4.5
CC1CN(S(=O)(=O)c2cc(C(=O)N(CCc3ccccc3)Cc3ccccc3)ccc2Cl)CC(C)O1 (stereo unspecified),0.5,24.3
O=C(COC(=O)CCC(=O)c1cccs1)Nc1cc(S(=O)(=O)N2CCOCC2)ccc1Cl,0.2,9.7
CN(C)c1ccc(N=Nc2ccccc2C(=O)OCC(=O)N(C)C2CCCCC2)cc1,0.1,36.6
COc1cccc(-n2c(SCC(=O)NCc3ccco3)nnc2-c2c[nH]c3ccccc23)c1,-0.2,15.1
CCCOc1ccc(C(=O)C(CN2CCCC2)c2ccccc2)cc1 (stereo unspecified),-1.1,13.2
COc1cc(CNCCO)cc(Br)c1OCc1ccccc1Cl,0.8,5.0
COc1ccc(NC(C)=O)cc1S(=O)(=O)Nc1ccccc1C(=O)NCCc1ccccc1,-1.1,32.9
CC(=O)c1cccc(NC(=O)CCCSc2ccccc2)c1,-2.7,17.6
O=C(NNC(=O)c1cccs1)c1ccc2ccccc2c1,-0.4,1.0
COc1cc(CN2CCC(Oc3cc(C(=O)NC4CC4)ccc3OC)CC2)cc(OC)c1,0.0,-2.8
COc1ccccc1N1CCN(CC(O)c2ccc3cc[nH]c3c2)CC1 (stereo unspecified),0.3,15.1
CCn1c2ccccc2c2cc(NC(=O)COc3ccccc3OC)ccc21,0.3,101.3*

Remaining list, next part:
Compound,STK33 inh,OX1R antag
COc1ccc(N2C(=O)/C(=C/c3cccnc3)NC2=S)cc1,10.5,27.2
NS(=O)(=O)c1ccc(N=Nc2c(O)ccc3ccccc23)cc1,4.9,38.1
N/C(Cc1cccs1)=N\OC(=O)COc1ccc(Br)cc1Cl,1.3,30.6
O=C(CN1CCCC1)Nc1ccccc1Sc1ccccc1,-0.7,9.8
Cc1ccc(C2CC(c3cccc(Cl)c3)n3nc(N)nc3N2)cc1 (stereo unspecified),0.0,22.3
CCOC(=O)c1sc(NC(=O)CCCCl)nc1C,0.1,17.9
O=C(Nc1ccc(F)cc1Cl)C1=COCCO1,-0.7,2.9
COc1ccc(CCNC(=O)CS(=O)Cc2nc(-c3cccs3)oc2C)cc1OC (stereo unspecified),-0.2,18.6
COc1ccc(S(=O)(=O)N2CCC(NC(=O)C3CCCCC3)CC2)cc1,1.1,15.1
CC(C)n1nc(C(=O)NCc2ccc3c(c2)OCO3)c2ccccc2c1=O,0.3,10.2
Cc1ccc(NC(=O)CCn2cccc2)cc1C,-0.5,8.5
CN(CCC#N)S(=O)(=O)c1ccc2[nH]cc(C(=O)NCCc3ccccc3)c(=O)c2c1,-0.3,15.4
CC(C)(C)[C@H]1COC(=O)[C@@H](NC(=O)OCC2c3ccccc3-c3ccccc32)C/C=C\C[C@@H](CC(=O)N[C@@H](CO)Cc2ccccc2)C(=O)N1,-2.2,11.5
CCN(CC)C(=O)/C(=C\c1ccc(Br)cc1)NC(=O)c1ccccc1OC,-1.5,18.5
CC(=O)c1cccc(NS(=O)(=O)c2cc3c(cc2C)NC(=O)CO3)c1,-0.3,12.4
CCOC(=O)C(C(=O)OCC)C(Nc1ccccc1)c1ccccc1 (stereo unspecified),-0.4,14.9
O=C(NCCN1CCOCC1)c1ccc2c(c1)N(Cc1ccccc1F)C(=O)c1ccccc1S2,0.9,0.8
Cc1cc(C)nc(SC(C)CNS(=O)(=O)c2ccccc2)n1 (stereo unspecified),-0.7,8.6
O=C(Cc1ccc([N+](=O)[O-])cc1)Nc1cccnc1,0.0,15.7
COC(=O)c1sccc1NC(=O)Nc1ccc(OC)cc1OC,0.6,31.9

Screening data (PubChem)
